High-throughput results: PubChem, Columbia University Molecular Screening Center
mHtt clearance: mutant huntingtin protein clearance | HeLa Exon1htt(103Q)mCFP, aggregate imaging; zero = plate's median compound well | AID 853 | 47,000 compounds, 0.42% hits | inhibition, % at 1.5 µM;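 active = inhibition of aggregate fluorescence above about 70%, also judged a hit by eye on the cell image, limit read from the data, passing the limit was not always enough; inconclusive = no rule stated for this call; inactive = not judged a hit on image review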;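 note: cells exposed to compound for three days before fixation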
mHtt clearance grain fraction: recorded beside mHtt clearance, whose call it bears; fraction fluorescence in grains; measured here: aggregate grain fluorescence fraction; stronger effect = lower value;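 scaled fraction of total cell fluorescence in grains with unit not stated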
Active calls of the source: *; ? = inconclusive; . = not tested or not shown. An excerpt. The share of hits here may be higher or lower than overall.

SMILES	mHtt clearance	mHtt clearance grain fraction
O=c1c(-c2ccc3c(c2)OCCO3)c(C(F)(F)F)oc2cc(O)cc(O)c12	-50	27
Cc1cc(N2CCCC2=O)cc(C)c1S(=O)(=O)NCCOc1ccc(C(C)(C)C)cc1	30	13
CCOC(=O)C(NC(C)=O)(Nc1ccc(S(=O)(=O)Nc2ccncn2)cc1)C(F)(F)F (stereo unspecified)	3	18
COc1cccc(-n2c(SC)nnc2-c2cnccn2)c1	24	26
CCN(CC)CCOc1nc(C)nc2c1oc1ccccc12	2	43
Nc1cc(C(=O)c2ccccc2)ccc1N1CCOCC1	3	19
Cc1ccccc1NC(=O)c1ccccc1	37	12
COc1ccc(NC(=O)c2oc3cc(C)c(C)cc3c2C)c(OC)c1	0	17
CC(C)CCn1nnnc1C(c1ccc(F)cc1)N1CCN(C(=O)c2ccco2)CC1 (stereo unspecified)	1	38
Fc1ccc2c(c1)[C@H]1OCC[C@H]1[C@@H](c1ccco1)N2	17	16
O=C(Nc1nc(-c2cccnc2)cs1)c1ccc(S(=O)(=O)N2CCOCC2)cc1	7	34
Cc1occc1C(=O)Nc1c(F)cc(F)cc1Br	32	11
O=C(NCCc1csc(-c2cccnc2)n1)c1cccc2ccccc12	-23	59
Cc1ccc(-n2c(Cc3cccs3)nnc2SCC(=O)OC(C)C)cc1	-6	39
CCOC(=O)N1CCC2(CC1)C(C#N)=C(N)OC1=C2C(=O)CC(C)C1 (stereo unspecified)	-28	48
OC(COc1ccc2ccccc2c1Cl)CN1CCOCC1 (stereo unspecified)	17	33
O=C(c1ccco1)N1CCN(Cc2ccc(Cl)cc2)CC1	-32	27
Cc1n[nH]c(C)c1S(=O)(=O)N1CCCC(C(=O)NCC2COc3ccccc3O2)C1 (stereo unspecified)	3	28
O=C(NCc1ccccn1)C1CCCN(S(=O)(=O)c2ccc(Br)cc2)C1 (stereo unspecified)	-11	21
CCOC(=O)c1c(NC(=O)c2nn(CC)cc2Br)c(C#N)nn1-c1ccccc1	-27	25
CCOCCn1c(CCCO)nc2ccccc21	-14	42
COC(=O)c1ccc(NC(=O)C2CC(=O)N(c3cc(C)ccc3C)C2)cc1 (stereo unspecified)	-24	24
COc1cc(NC(=O)Cn2nnc(-c3ccccc3N)n2)cc(OC)c1	-8	23
COc1cc(N/C(=N/S(=O)(=O)c2ccccc2)c2ccccc2)ncn1	31	13
COC(=O)C1=C(C)N(c2ccc(C)c(C)c2)/C(=C/c2cccs2)C1=O	-5	46
CC1CC(C)CN(C(=O)Cn2c(-c3nonc3N)nc3ccccc32)C1 (stereo unspecified)	43	10
CCOC(=O)c1c(CN2CCCCC2)oc2ccc(OC)cc12	-46	45
CC1(C)OC(=O)C(=CNC(Cc2c[nH]c3ccccc23)C(=O)O)C(=O)O1 (stereo unspecified)	-8	40
Cc1ccc(Sc2ncnc3onc(C)c23)cc1	15	36
COc1ccc(-c2nc3ccccc3c(=O)n2CCN2CCOCC2)cc1	32	14
O=C(Oc1cccc2cccnc12)c1ccc2c(c1)OCCO2	-78	31
COc1ccc(C(=O)Nn2cnc3scc(-c4cccs4)c3c2=O)c(O)c1	42	20
Cc1ccc(O)c(C(=O)c2cnc3c(c2)COc2ccccc2-3)c1	21	15
CCOC(=O)c1c(C)[nH]c(N=Nc2cccc(C)c2)c1C	10	18
Cc1cnnc2c1-c1no[n+]([O-])c1CC2	14	16
CS(=O)(=O)N1CCN(c2ccc(NC(=O)c3ccc(Br)o3)cc2)CC1	42	9.5
CCC(=O)Nc1sc2c(c1C(N)=O)CCC2	-13	42
Cc1ccc(-c2nnc(N3CCN(c4ccccn4)CC3)c3ccccc23)cc1	23	14
CCc1ccc(C2C(C(C)=O)=C(C(=O)OC)Nc3nnnn32)cc1 (stereo unspecified)	7	19
C=C(C)COc1ccc2c3c(c(=O)oc2c1OCC(=C)C)CCC3	10	34
COc1ccc(CCN2C(=O)CC(NCc3ccc4c(c3)OCO4)C2=O)cc1OC (stereo unspecified)	65	13
COc1ccc(Cl)c(Cn2c(NCC(C)O)nc3c2c(=O)n(C)c(=O)n3C)c1 (stereo unspecified)	3	37
CC(C)(C)C(=O)OCCn1c(=O)c2cc3c(=O)n(CCOC(=O)C(C)(C)C)c(=O)c3cc2c1=O	-59	61
O=c1c2sc3nc(N4CCOCC4)c4c(c3c2ncn1CCc1ccccc1)CCCC4	-25	37
Cn1c(-c2ccc(F)cc2)cnc1SCC(=O)NCc1ccco1	19	16
CC1CCCN(C(=O)C2CCCN(S(=O)(=O)c3cccc4nsnc34)C2)C1 (stereo unspecified)	-8	21
CCc1nnc(NC(=O)CSc2nnc(COc3ccccc3C)o2)s1	21	30
CCOc1ccc(S(=O)(=O)N2CCC(C(N)=O)CC2)c2ccccc12	9	37
O=C(Nc1cccc2cccnc12)c1ccc2c(c1)OCCO2	18	19
CCCC(=O)Nc1ccc(C(=O)n2nnc3ccccc32)cc1	-8	22
CC(C)OC(=O)CSc1nnc(CNc2cccc(Cl)c2)n1C	-94	38
Cc1cc(=O)[nH]c2n[nH]c(-c3ccccc3)c12	17	26
CC(C)C(=O)Nc1nc2cc3c(cc2s1)OCO3	-20	56
Cc1ccc2nc(C3CCCN(C(=S)Nc4cccc(C)c4C)C3)[nH]c2c1 (stereo unspecified)	12	26
CCOC(=O)Cc1c(C)c2c(C)[nH]nc2oc1=O	14	31
COCCCNC(=O)C1CCC(=O)N1Cc1ccccc1Cl (stereo unspecified)	-16	24
CN(C(=O)c1ccc(Cl)cc1)C1=CCCCC1CCC#N (stereo unspecified)	0	38
O=C(Nc1ccc(Cl)c(Cl)c1)N1CCSC1c1ccco1 (stereo unspecified)	-76	60
Cc1nc2cc(NCc3nc4ccccc4n3Cc3ccccc3)ccc2n1C	22	24
CCOc1ccccc1C1N(c2ccc(OC)cc2)C(=O)C2CCCN21 (stereo unspecified)	-15	52
(cont.)
SMILES	mHtt clearance	mHtt clearance grain fraction
CCCCc1c(O)nc(SCC(=O)NCCc2ccc(OC)c(OC)c2)[nH]c1=O	-81	38
Cc1cccc(-c2nsc(SCC(=O)Nc3cc(C)on3)n2)c1	-52	52
COc1cc2c(cc1OC)CN(C(=O)CSc1nc(C)cc(C)c1C#N)CC2	-45	28
O=C(CCN1C(=O)c2ccccc2C1=O)NCCN1CCOCC1	16	32
O=C(CNC(=O)C1CCCCC1)NCCCO	2	34
Cc1cc(-c2ccc(Cl)cc2)oc(=O)c1NC(=O)c1ccccc1	-4	40
COC(=O)[C@@H](NC(=O)Nc1cc(Cl)ccc1C)C(C)C	-5	46
CC(C)(C)n1nc2c(c1NC(=O)c1cccc(C(F)(F)F)c1)CS(=O)C2 (stereo unspecified)	-28	22
COC(=O)C1=C(C)N=C2SC(C)C(=O)N2C1c1ccc(C(=O)OC)cc1 (stereo unspecified)	-39	56
O=C(c1ccc(N2CCOCC2)cc1)c1cccs1	22	30
Cc1ccc(C(=O)CSC2=C(C#N)C(c3ccco3)CC(=O)N2)c(C)c1 (stereo unspecified)	7	17
CCOC(=O)c1c(-c2ccccc2)oc2ccc(O)c(CN3CCCC3)c12	-17	49
O=C(c1ccccc1)N1CCCc2ccccc21	-12	20
C=CCn1c(SCc2c(F)cccc2Cl)nnc1-c1ccco1	26	16
O=C(Nc1ccc(Cl)cc1)OCCn1nnnc1C(c1ccccc1Cl)N1CCOCC1 (stereo unspecified)	-55	60
C=CCn1c(=S)[nH]c2sc3c(c2c1=O)CCC3	-79	31
Oc1ccc(Nc2nc(-c3ccc(O)cc3)cs2)cc1	41	11
Cc1occc1-c1nnc(SCC(=O)Nc2nccs2)n1Cc1ccco1	0	34
COC(=O)CSc1cc(SCC(=O)OC)c(C#N)c(SCC(=O)OC)c1	-45	49
O=S(=O)(NCC1CCCO1)c1ccc2oc3ccc(S(=O)(=O)NCC4CCCO4)cc3c2c1 (stereo unspecified)	28	14
CN(C(=O)Nc1ccc(Cl)cc1)c1c2c(nn1C)CCCC2	-61	35
CCOc1cc(N2CCOCC2)c(OCC)cc1NC(=O)Cn1[nH]c(=O)c2ccccc2c1=O	-51	46
CCCCS(=O)CC(CS(=O)CCCC)OC(=O)c1ccc(C)cc1 (stereo unspecified)	28	15
CCCOc1ccc(C2C(=O)N(C3CCCCC3)CC(=O)N2CCC)cc1OC (stereo unspecified)	-65	32
c1ccc(CSc2ncn(-c3ccccc3)n2)cc1	26	15
COc1cc(C(=O)Nc2ccc(S(=O)(=O)NC(C)(C)C)cc2)cc(OC)c1OC	19	18
CC1CCN(C(=O)CSc2nnc(-c3ccc(S(=O)(=O)N4CCOCC4)cc3)n2C)CC1	-55	33
COc1ccc(-c2ccnc(SCC(=O)Nc3ccccn3)n2)cc1	8	16
c1ccc(CCc2nc(-c3ccccc3)no2)cc1	-32	57
NC(=O)N1CC(O)CC1C(=O)Nc1ccc(Cl)c(Cl)c1 (stereo unspecified)	28	14
O=C(CCN1C(=O)c2ccccc2S1(=O)=O)Nc1ccc2c(c1)OCCO2	-44	27
CCCc1cc(=O)[nH]c(SCc2ccc(Cl)cc2)n1	-6	30
CC(=O)Nc1cccc(OCC(=O)Nc2ccccc2)c1	38	11
Cc1cc(C)cc(OCc2nnc(SCC(=O)OC3CCCCC3)o2)c1	-31	27
O=C(NCc1ccc2c(c1)OCO2)c1ccc(-c2ccc(Cl)cc2)o1	-8	21
CCn1c(COc2ccccc2)nnc1SCc1ccc(C#N)cc1	9	39
O=C(CSc1ccc2nnc(-c3cccnc3)n2n1)NCc1ccco1	-3	34
COCCNC(=O)C(c1ccc(C)o1)N(C(=O)c1snc(C(N)=O)c1N)c1ccc(C)c(C)c1 (stereo unspecified)	7	35
O=C(Nc1ccc(S(=O)(=O)N2CCCCCC2)cc1)c1ccc(Br)o1	-52	31
COCC(C)NC(=O)c1cc(-c2ccc(O)cc2)on1 (stereo unspecified)	-278	135
CC1C/C(=N\NC(=S)NC(C)C)CC(C)(C)C1 (stereo unspecified)	-8	24
CC(C)=C(NC(=O)c1ccccc1)C(=O)N1CCOCC1	23	26
CCCCCn1c(Sc2ncccn2)nc2c1c(=O)[nH]c(=O)n2C	40	11
CC(=O)Cc1nsc(NC(=O)c2ccc(-c3ccccc3Cl)o2)n1	26	14
COc1cccc(OC)c1C(=O)Nc1cccc(C(C)=O)c1	7	17
COc1cc(C2Nc3ccc4ncccc4c3C3=C2C(=O)CCC3)cc(OC)c1O (stereo unspecified)	-47	28
O=C(O)c1cc(Cl)ccc1NC(=O)C1CCCO1 (stereo unspecified)	10	15
O=C(Nc1ccc(N2CCOCC2)cc1N1CCOCC1)c1ccco1	?	.
Cc1ccc(C(=O)Nc2ccc(N3CCOCC3)cc2)cc1	32	26
O=C(Nc1nc(-c2ccccn2)cs1)c1ncc(Cl)c(Cl)c1Cl	39	24
O=C(Cn1cnc2c(nnn2Cc2ccccc2)c1=O)c1ccc(Cl)cc1	-22	38
CCOC(=O)c1ccc(NC(=S)NCC(O)c2ccccc2)cc1 (stereo unspecified)	-33	41
CS(=O)(=O)N(CCc1ccccc1)CC(=O)Nc1ccc2c(c1)OCO2	51	9.1
O=C(c1cccc(COCC(F)(F)C(F)F)c1)N1CCN(c2ccccc2)CC1	41	12
Cn1c(SCC(=O)NCc2ccccc2)nnc1C1CC1	-41	53
COCCn1c(-c2ccc(OC)cc2)cnc1SCC(=O)Nc1cccc2ccccc12	-38	53
CCOc1ccccc1NC(=O)CC1Nc2cc(C)c(C)cc2NC1=O (stereo unspecified)	-40	23
CON(c1nc(Cl)nc(N(C)C)n1)S(=O)(=O)c1ccccc1Cl	-44	54
NC1=NC(=O)C2(COC(c3ccccc3Cl)OC2)S1 (stereo unspecified)	19	14
CC(=O)c1cccc(NC(=O)c2ccc(N(C)S(C)(=O)=O)cc2)c1	-50	28
Further structures follow.
SMILES	mHtt clearance	mHtt clearance grain fraction
COc1cccc(-c2ccc(=O)n(CC(=O)Nc3ccc(C(=O)N4CCCC4)cc3)n2)c1	-15	43
COC(=O)CN1C(=O)CC(C)(C)S(=O)c2ccccc21 (stereo unspecified)	56	15
COc1cccc(Cn2nnc(C(=O)NCc3ccccc3Cl)c2N)c1	-134	105
CC(=O)N1CSCC1C(=O)O (stereo unspecified)	-39	56
CCC1(CC)NC(=O)N(CC(=O)OCC(=O)Nc2cc(C)ccc2C)C1=O	58	15
CC(C)C1N(c2ccccc2)C(N)=C(C#N)C1(C#N)C#N (stereo unspecified)	-20	25
